# Assay outcomes from PubChem BioAssay.
# D2 antag – D2 dopamine receptor (human) antagonism; HEK293 TREx D2 cells, calcium flux, dopamine EC80; P14416; inhibition, % at 10 µM; 340,000 compounds, 2% hits; AID 485344; in the data active = inhibition above about 30%; note: 0% is about no effect
#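 HEK293 T-REx D2 cells, tet-induced, calcium dye no-wash. Cpd pintool add, 180 s kinetic, then EC80 DA, 180 s kinetic. Ca flux read.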
# D1 potentiator – enhances dopamine response at the human D1 receptor | P21728 | HEK293 TREx D1 cells, calcium flux, dopamine EC20 potentiation | potentiation, % at 10 µM | 360,000 compounds, 0.036% hits | AID 504651; in the data active = potentiation above about 30%; note: 0% is about no effect
# Target sequence (P21728 whole entry, looked up): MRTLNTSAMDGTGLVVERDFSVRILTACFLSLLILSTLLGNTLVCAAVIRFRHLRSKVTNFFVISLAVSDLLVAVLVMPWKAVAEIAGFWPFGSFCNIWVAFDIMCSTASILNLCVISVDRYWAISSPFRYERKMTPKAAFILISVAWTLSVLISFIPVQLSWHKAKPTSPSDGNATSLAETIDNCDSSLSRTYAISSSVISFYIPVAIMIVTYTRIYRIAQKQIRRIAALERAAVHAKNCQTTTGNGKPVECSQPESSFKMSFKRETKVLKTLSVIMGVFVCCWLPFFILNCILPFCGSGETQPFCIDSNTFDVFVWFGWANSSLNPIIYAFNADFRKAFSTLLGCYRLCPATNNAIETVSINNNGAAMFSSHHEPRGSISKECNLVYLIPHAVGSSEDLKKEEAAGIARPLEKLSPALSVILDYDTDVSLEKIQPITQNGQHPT
# TRHR ag – TRH receptor (human) agonism; TRHR cells, calcium flux fluo-8, FDSS agonist mode; activation, % at 2 µM; P34981; 360,000 compounds, 0.18% hits; note: 0% is about no effect
# Target sequence (P34981 whole entry, looked up): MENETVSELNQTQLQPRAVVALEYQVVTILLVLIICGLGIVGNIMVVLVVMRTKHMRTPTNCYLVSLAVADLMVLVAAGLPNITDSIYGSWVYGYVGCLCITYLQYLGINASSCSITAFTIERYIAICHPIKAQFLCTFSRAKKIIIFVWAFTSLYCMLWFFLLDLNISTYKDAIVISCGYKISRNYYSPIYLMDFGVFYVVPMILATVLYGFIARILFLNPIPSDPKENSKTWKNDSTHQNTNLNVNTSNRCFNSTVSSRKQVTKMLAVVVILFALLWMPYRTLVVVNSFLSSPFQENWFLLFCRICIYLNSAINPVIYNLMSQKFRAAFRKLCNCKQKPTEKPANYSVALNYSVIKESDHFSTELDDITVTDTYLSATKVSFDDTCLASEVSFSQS
#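 TRHR-expressing cells loaded with fluo-8 calcium dye; 23 nL library compound pin-transferred, kinetic FDSS fluorescence (Ex 480/Em 530) recorded about 180 s for agonist-induced calcium release, before a 10 nM TRH EC20 addition for potentiator mode.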
# D2 potentiator – D2 dopamine receptor (human) potentiation; potentiation, % at 10 µM; 340,000 compounds, 0.34% hits; P14416; HEK293 T-REx D2, calcium flux, EC20 dopamine potentiation;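 active = potentiation over 3 SD above the plate norm, cut at about 30% in these data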; note: 0% is about no effect
#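 Potentiation of an EC20 dopamine calcium response measured kinetically over 180 s, after a preceding 180 s compound-only read flagging agonists. Cells: inducible Hek293 Trex D2 line, 4000/well, cultured overnight at 30 C before dye loading.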
# D2 agonist – D2 dopamine receptor (human) agonism; activation, % at 2 µM; HEK293 T-REx D2 cells, calcium flux agonist mode; 340,000 compounds, 0.53% hits; P14416;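 active = activation over 3 SD above normal in the single-dose calcium agonist read, cut at about 30% in these data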; note: 0% is about no effect
#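 Agonism is scored from calcium flux in a force-coupled, inducible HEK293 cell line expressing D2, read kinetically for 180 s after compound addition against dopamine controls.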
# D1 ag – human D1 receptor agonism. 360,000 compounds, 1% hits. activation, % at 2 µM. AID 504660. HEK293 T-REx D1 cells, calcium flux, agonist mode. P21728; note: 0% is about no effect
#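 Agonism was scored from calcium flux recorded over 180 s (1 read/s) after pintool compound addition, following a 10-cycle baseline. Cells were inducible force-coupled HEK293 TREx D1, plated overnight at 30 C and loaded with no-wash calcium dye.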
# D1 antag – blocks dopamine activation of the human D1 receptor. P21728. HEK293 TREx D1 cells, calcium flux, dopamine EC80; active compounds read low. activity change, negative = inhibition, % at 10 µM. 360,000 compounds, 3.2% hits. AID 504652; in the data active = activity change below about -30%; note: % is set by controls: 0 for no effect and ±100 for the full control effect
#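 Using tetracycline-induced force-coupled D1 Hek293 cells and a calcium dye, signals were followed for 180 s after compound, then for 180 s after EC80 dopamine, to detect inhibitors.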
# RXFP1 antag – blocks the human relaxin receptor RXFP1 | Q9HBX9 | activity change, negative = inhibition, % at 57.5 µM | 350,000 compounds, 0.59% hits | HEK293-RXFP1, relaxin-stimulated cAMP HTRF, 30 min; active compounds read low | AID 1259400;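 active = activity change of -60% or lower, but not beyond a set lower limit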; note: % is set by controls: 0 for no effect and ±100 for the full control effect
# TRHR PAM – allosteric enhancers of human TRH receptor; TRHR cells, fluo-8 calcium fluorescence, EC20 TRH enhancement; enhancement, % at 2 µM; 360,000 compounds, 0.66% hits; AID 493056; in the data active = enhancement above about 30%; note: 0% is about no effect
#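 TRHR-expressing cells loaded with fluo-8 calcium dye were read kinetically (ex 480/em 530) during compound addition, then stimulated with an EC20 of TRH (10 nM final). Enhancement of the Gq-mediated intracellular calcium response was scored.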
# Active calls of the source: *; . = no result given. Cut-off read from the data, not from the text of the source, unless noted: active = activation above about 30%; inactive = the rest.
# The first five compounds, ahead of the listing:
SMILES,D2 antag,D1 potentiator,TRHR ag,D2 potentiator,D2 agonist,D1 ag,D1 antag,RXFP1 antag,TRHR PAM
CC1=C(C(=O)OCc2ccccc2)C(c2ccccc2Cl)NC(=O)N1CCCCCC(=O)O (configuration not stated),2,-5,0.6,9,0.7,9,9,.,14
Cn1c(=O)[nH]c(=O)c2c1nc1n2CCCS1,-9,-13,-0.3,2,0.8,5,18,-11,-4
O=C(O)c1cc(N=Nc2c(O)[nH]c3ccc([N+](=O)[O-])cc23)ccc1Cl,-2,-1,0.2,8,0.5,2,7,9,5
CCN1C(=O)c2cccc3c(S(=O)(=O)NCc4ccco4)ccc1c23,3,3,0.4,7,0.2,1,-15,6,0
CCc1cc(C(=O)Nc2cc(S(=O)(=O)N(CC)CC)ccc2N2CCN(C)CC2)sc1C,19,-2,0.3,-2,0.2,0,1,-9,4

# The whole of this part, from the first entry:
SMILES,D2 antag,D1 potentiator,TRHR ag,D2 potentiator,D2 agonist,D1 ag,D1 antag,RXFP1 antag,TRHR PAM
CC1=C(C(=O)OCc2ccccc2)C(c2ccccc2Cl)NC(=O)N1CCCCCC(=O)O (configuration not stated),2,-5,0.6,9,0.7,9,9,.,14
Cn1c(=O)[nH]c(=O)c2c1nc1n2CCCS1,-9,-13,-0.3,2,0.8,5,18,-11,-4
O=C(O)c1cc(N=Nc2c(O)[nH]c3ccc([N+](=O)[O-])cc23)ccc1Cl,-2,-1,0.2,8,0.5,2,7,9,5
CCN1C(=O)c2cccc3c(S(=O)(=O)NCc4ccco4)ccc1c23,3,3,0.4,7,0.2,1,-15,6,0
CCc1cc(C(=O)Nc2cc(S(=O)(=O)N(CC)CC)ccc2N2CCN(C)CC2)sc1C,19,-2,0.3,-2,0.2,0,1,-9,4
O=C(COc1ccc(Cl)cc1)Nc1nnc2n1CCS2,.,3,-0.6,-3,-0.4,0,6,.,11
CNC(=O)c1[nH]cnc1C(=O)N[C@@H](CC(C)C)C(=O)OCc1ccccc1,-1,-2,-0.3,-1,0.5,-4,-8,.,-7
Cc1ccc(C2=NNC(=O)C(c3c[nH]c4ccccc34)C2)cc1 (configuration not stated),-2,-6,0.1,6,-0.4,6,13,-32,-7
COc1ccc(NC(C)=O)cc1NC(C)c1nc2sc(C)c(C)c2c(=O)[nH]1 (configuration not stated),-7,-3,-2.1,14,-1.5,-3,-23,1,-3
CCCCSCc1[nH]c(=O)[nH]c1C(=O)CCCCC(=O)OCC,0,0,-0.3,1,0.2,0,7,4,2
COc1ccc(Nc2nnc(-c3ccc(C)cc3)c3ccccc23)cc1C(=O)N1CCCCC1,16,8,-0.2,14,2.1,3,48,-6,13
CC(CC(=O)N1CCc2ccccc21)c1ccccc1 (configuration not stated),-13,-2,-0.8,1,0.1,1,-9,-7,3
COc1ccc(-c2cc(C(=O)Nc3ccn(Cc4ccc(C)cc4)n3)no2)cc1OC,.,1,0.7,1,.,6,-12,-3,15
CCCN(CCC)c1nc2ccccc2nc1C(C#N)C(=O)OCCOC (configuration not stated),-12,-3,0.6,3,1.5,3,8,-9,3
CN(C)S(=O)(=O)c1ccc(NC(=O)Cn2c(-c3ccccc3)noc2=O)cc1,-4,-14,0.2,7,0.6,9,-10,-19,9
CC(C)(C)c1ccc(C(=O)c2c[nH]c(C(=O)NCCc3ccccn3)c2)cc1,11,1,1.5,-11,1.0,5,3,-6,-3
CC(O)c1ccc(OCCN(C)c2ccccn2)cc1 (configuration not stated),-3,-1,0.3,-7,0.4,6,-19,2,11
Cc1ccc(CSc2ncc(Cl)c(C(=O)NCCc3ccc(S(N)(=O)=O)cc3)n2)cc1,.,3,-0.7,11,-0.9,-1,-12,.,-8
Cc1ccc(C(=O)c2cn(Cc3ccccc3)c3c(F)cc(F)cc3c2=O)cc1,.,-4,-0.5,15,-0.3,4,14,-17,16
Cc1oc(-c2cccc(Cl)c2)nc1CN1CCC(C(=O)NCCCN2CCN(c3ccc(F)cc3)CC2)CC1,.,-4,-0.4,5,0.0,16,-15,.,0

# 2 of these compounds in a different format.
mol | D2 antag | D1 potentiator | TRHR ag | D2 potentiator | D2 agonist | D1 ag | D1 antag | RXFP1 antag | TRHR PAM
Cc1ccc(CSc2ncc(Cl)c(C(=O)NCCc3ccc(S(N)(=O)=O)cc3)n2)cc1 | . | 3 | -0.7 | 11 | -0.9 | -1 | -12 | . | -8
CC(O)c1ccc(OCCN(C)c2ccccn2)cc1 (configuration not stated) | -3 | -1 | 0.3 | -7 | 0.4 | 6 | -19 | 2 | 11

# Additional structures.
SMILES,D2 antag,D1 potentiator,TRHR ag,D2 potentiator,D2 agonist,D1 ag,D1 antag,RXFP1 antag,TRHR PAM
C/C(=N/NC(=O)c1ccc(Cl)s1)c1ccc(NC(=O)COc2ccc(Cl)cc2)cc1,21,-2,0.1,-3,1.1,5,0,-8,-1
COc1ccc(N2CCN(C(=O)c3cc(=O)[nH]c4ccccc34)CC2)cc1,-2,-3,0.4,0,0.3,-4,9,3,4
COC(=O)c1ccccc1NC(=O)CSc1nc(O)c(-c2ccccc2)c(=O)[nH]1,-13,1,1.0,10,0.5,0,16,-10,3
O=C(N/N=C/c1ccc(Sc2nc3ccccc3s2)c([N+](=O)[O-])c1)c1ccccn1,-4,-1,-0.1,-6,-0.7,2,-7,-3,-2
Cc1cc(S(=O)(=O)NC2CCCCC2)c(C)s1,-18,-6,-0.7,-3,-0.2,5,-30*,0,-1
O=C(COC(=O)c1ccc(O)cc1O)NC1CC1,-6,0,0.4,-1,0.0,1,6,-6,8
Cc1ccc(C(=O)NCCN2CCOCC2)cc1S(=O)(=O)N1CCCCC1,2,2,1.0,5,1.0,1,-11,-3,5
CC(=O)N1CCN(CCN=CC2=C(O)CC(c3ccco3)CC2=O)CC1 (configuration not stated),-7,-2,2.4,-7,0.9,1,11,3,0
C#CCOCCOCCOCCNc1nc(N2CCN(C(=O)[C@H]([C@@H](C)CC)n3cc(CCCN=C(N)N)nn3)CC2)nc(N2CCN(C(=O)[C@H](CCCCN)n3cc(CC(C)O)nn3)CC2)n1 (some centres not stated),11,-5,-0.4,-4,0.2,3,13,.,-2
O=C(CCSc1nc(-c2ccco2)cc(C(F)(F)F)n1)N1CCN(c2ccccn2)CC1,6,-5,-1.6,-17,52*,2,-27,-3,-6
COc1ccc(N=C2SCC(=O)N2Cc2ccccc2)cc1,.,-5,-0.6,.,.,3,-29,-14,-3
CCn1c(-c2ccc([N+](=O)[O-])cc2)n[nH]c1=S,0,-1,-1.1,15,-0.5,2,-6,-2,16
O=C(CCCCl)NC(=S)Nc1cc(C(F)(F)F)ccc1N1CCOCC1,-1,-4,0.1,17,2.2,2,-1,-14,-9
Cc1nc(CS(=O)(=O)c2ccc(Cl)cc2)cc(Sc2ccc(Cl)cc2)n1,4,0,-0.8,-6,-0.7,21,10,-11,1
CCNC(=S)NNC(=O)c1cccs1,-4,5,-0.3,4,-0.4,0,-10,-2,5
CC12C(=O)N(NC(=O)c3ccncc3)C(=O)C1C1C=CC2C1 (configuration not stated),0,2,0.7,4,0.0,2,10,.,-9
Cc1ccc(S(=O)(=O)N2CCN(C(=O)COC(=O)COc3ccccc3)CC2)cc1,6,-7,-0.6,5,0.4,5,-9,-7,-1
O=C(NC1CCCCCC1)C(=S)NC1CCCCC1,5,7,-0.2,2,1.2,3,-3,6,-1
Cc1ccc(N=Nc2ccc3ccccc3c2O)cc1,2,-3,0.1,-2,1.3,0,-13,-19,-16
Cc1c(N/C=C/C(=O)C(F)(F)F)c(=O)n(-c2ccccc2)n1C,11,-2,-0.1,-23,-0.8,0,0,-5,4

# Single records, as listed above.
# COC(=O)c1ccccc1NC(=O)CSc1nc(O)c(-c2ccccc2)c(=O)[nH]1 reads D2 antag: -13; D1 potentiator: 1; TRHR ag: 1.0; D2 potentiator: 10; D2 agonist: 0.5; D1 ag: 0; D1 antag: 16; RXFP1 antag: -10; TRHR PAM: 3
# C#CCOCCOCCOCCNc1nc(N2CCN(C(=O)[C@H]([C@@H](C)CC)n3cc(CCCN=C(N)N)nn3)CC2)nc(N2CCN(C(=O)[C@H](CCCCN)n3cc(CC(C)O)nn3)CC2)n1 (some centres not stated) reads D2 antag: 11; D1 potentiator: -5; TRHR ag: -0.4; D2 potentiator: -4; D2 agonist: 0.2; D1 ag: 3; D1 antag: 13; RXFP1 antag: .; TRHR PAM: -2

# (list continues)
SMILES,D2 antag,D1 potentiator,TRHR ag,D2 potentiator,D2 agonist,D1 ag,D1 antag,RXFP1 antag,TRHR PAM
O=C(c1ccc(Br)s1)N1CCc2ccccc2C1,12,-6,-0.8,-6,-1.4,-1,-16,-5,-3
CC(C)c1ccc(NC(=O)CCCC(=O)NCCc2ccccc2)cc1,0,-3,-0.1,0,-0.5,1,10,6,2
Cc1ccc(CSCCNS(=O)(=O)c2ccc([N+](=O)[O-])cc2)cc1,-10,-2,-0.1,2,0.0,8,-20,-5,3
O=C(Nc1ccc(F)cc1)c1ccc(CSc2ccc(Cl)cc2)o1,2,3,0.8,-1,0.5,12,-11,-23,-5
Cc1ccc(-n2nc(C)c(=O)c(-c3ccccc3)c2NC(=O)c2cccs2)cc1,-10,-2,0.1,14,0.0,3,6,-4,-5
Cc1nc(C(=O)NCCC(C)C)sc1C1(C)CC(c2ccccc2)=NO1 (configuration not stated),-7,2,-0.1,-11,-0.1,0,31,.,-7
CCc1ccc(OCC(=O)N(Cc2ccc(Cl)cc2)C2CCS(=O)(=O)C2)cc1 (configuration not stated),.,-1,-0.4,0,.,6,15,-39,9
COC(=O)CN(C#N)c1nc(NC(C)C)nc(NC(C)C)n1,6,7,6.1,4,9.8,8,16,1,-4
O=S(=O)(c1cc(Cl)cc(Cl)c1)N1CCCC1c1nc2ccccc2s1 (configuration not stated),0,-1,-0.3,43*,0.7,0,5,-3,-10
O=C1CC(c2ccc(S(=O)(=O)N3CCN(c4ccccc4)CC3)cc2)CN1 (configuration not stated),19,-9,1.3,.,-1.7,2,-30,-12,6
COc1cc(C(=O)NCCc2sc(-c3ccc(C)cc3)nc2C)cc(OC)c1OC,.,-3,-1.1,.,0.6,2,7,.,-3
COc1cc(OC)cc(C(=O)N[C@H](C(=O)OCC(=O)NC(=O)NC(C)(C)C)C(C)C)c1,-3,0,0.6,5,0.3,1,4,-6,-3
COc1ccc(NS(=O)(=O)c2cccc(Cl)c2Cl)cc1S(=O)(=O)N1CCCCC1,-1,5,-0.3,8,-0.3,3,12,13,14
CCCCn1c(N)c(N(CCOC)C(=O)COC(=O)CCOc2ccccc2C)c(=O)[nH]c1=O,-14,-9,0.6,16,0.1,2,-16,-4,-2
CC(NC(=O)c1ccc(S(=O)(=O)N(C)C)cc1)c1ccccc1 (configuration not stated),2,-2,0.0,9,0.6,2,-3,-4,1
